CAL-PDZ inh HTS: CAL PDZ (human) peptide binding inhibition; AID 602252; hit rate 0.92% among 300,000; inhibition, % at 24.9 µM; purified CAL PDZ, TMR-peptide fluorescence polarization, 1 h;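 active = mean inhibition of at least 30% with at least half of replicates also reaching 30%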;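 also: 0% = DMSO neutral control and 100% = excess unlabeled competitor peptide PRC23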
V-ATPase pH: yeast V-ATPase proton transport regulation by pHLuorin; S. cerevisiae, pHLuorin cytosolic pH fluorescence; response, % at 10 µM; hit rate 0.37% among 350,000; AID 504577; in the data active = response mostly above about 7.3%, no sharp cut-off; inactive = mostly below about 5.4%; also: actives read high; inactives centre near 0; some compounds called inactive have numbers as strong as hits; reference of the scale not given here
Keap1 Nrf2 FP: disrupts human Keap1 binding to Nrf2 peptide; Keap1 Kelch-Nrf2 peptide fluorescence polarization, 1536-well; inhibition, % at 9.4 µM; hit rate 0.15% among 340,000; AID 504523; in the data active = inhibition above about 12%;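 also: human Keap1 Kelch domain with fluorescein labeled Nrf2 9mer peptide probe; 0% = neutral control wells and 100% = peptide positive control; higher means more block of Keap1 binding to Nrf2 peptide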
Target sequence (Q14145 whole entry, looked up, the tested form may be a part): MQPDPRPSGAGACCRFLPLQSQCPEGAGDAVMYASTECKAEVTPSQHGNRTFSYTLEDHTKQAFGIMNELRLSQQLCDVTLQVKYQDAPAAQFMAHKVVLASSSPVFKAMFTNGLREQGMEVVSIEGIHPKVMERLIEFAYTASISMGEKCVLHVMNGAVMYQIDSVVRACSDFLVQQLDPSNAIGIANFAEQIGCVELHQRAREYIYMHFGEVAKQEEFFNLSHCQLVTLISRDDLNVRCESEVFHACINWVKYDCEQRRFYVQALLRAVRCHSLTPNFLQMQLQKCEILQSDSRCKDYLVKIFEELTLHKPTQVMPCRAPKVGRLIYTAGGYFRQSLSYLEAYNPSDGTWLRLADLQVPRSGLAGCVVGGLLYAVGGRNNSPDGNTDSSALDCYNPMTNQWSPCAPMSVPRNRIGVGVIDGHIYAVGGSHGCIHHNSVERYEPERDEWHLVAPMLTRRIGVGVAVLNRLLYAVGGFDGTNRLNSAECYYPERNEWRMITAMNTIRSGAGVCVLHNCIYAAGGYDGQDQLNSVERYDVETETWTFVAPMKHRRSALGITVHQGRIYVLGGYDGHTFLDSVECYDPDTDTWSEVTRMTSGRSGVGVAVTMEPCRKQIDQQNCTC
RTF Ca sens inh: cardiac RTF calcium desensitization; P19429+P45379; IANBD-labeled cardiac RTF, Ca2+ fluorescence; inhibition, % at 7.15 µM; hit rate 0.12% among 340,000;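 active = inhibition above the mean inhibition of all tested compounds plus 3 SD, cut at about 17% in these data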;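 also: assay run at fixed EC70 calcium of 1.6 mM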
RTF Ca sens act: cardiac RTF calcium sensitization; activation, % at 7.2 µM; AID 493008; P19429+P45379; hit rate 0.24% among 340,000; IANBD-labeled TnC RTF fluorescence at EC20 calcium; 0% EC20 calcium, 100% full calcium;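 active = activation above the mean over all tested compounds plus 3 SD, cut at about 30% in these data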;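 also: rise in fluorescence read as greater calcium sensitivity of cardiac thin filaments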
MOR-DOR inv ag: mu-delta opioid heterodimer inverse agonism; cell-based MOR-DOR heterodimer luminescence; hit rate 0.21% among 340,000; inhibition, % at 9.3 µM; P35372+P41143; in the data active = inhibition above about 22%, passing the limit was not always enough;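 also: 0% = cells with DMSO and 100% = wells without cells with DMSO; values of inactives mirror those of a sister screen read the other way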
OPRM1-OPRD1 ag: agonists of human mu-delta opioid receptor heterodimerization; cells, OPRM1-OPRD1 heterodimerization, luminescence; hit rate 0.3% among 340,000; activation, % at 9.3 µM; in the data active = activation above about 18%;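 also: 0% = vehicle-treated cells and 100% = reference agonist; values of inactives mirror those of a sister screen read the other way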
LANA DNA inh: inhibitors of KSHV LANA C-terminal domain DNA binding; MBP-C-LANA/FAM-LBS DNA binding, fluorescence polarization; inhibition, % at 9 µM; hit rate 0.078% among 340,000; AID 504423;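 active = highest replicate inhibition at or above 60% at 9 µM, even if other replicates fall short; inactive = all replicates below 60% inhibition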;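 also: 0% = neutral control wells and 100% = 4 µM acridine orange control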
HTR5A ag: activates human HTR5A in OPRM1-OPRD1 agonist counter-screen; P47898; HTR5A agonist assay, luminescence, cell-based; activation, % at 9.3 µM; hit rate 0.61% among 340,000; AID 504692; in the data active = activation mostly above about 9.5%, no sharp cut-off; inactive = mostly below about 7.6%;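 also: 0% = cells with vehicle only and 100% = reference agonist; strong numbers were not always called active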
Target sequence (P47898 whole entry, looked up): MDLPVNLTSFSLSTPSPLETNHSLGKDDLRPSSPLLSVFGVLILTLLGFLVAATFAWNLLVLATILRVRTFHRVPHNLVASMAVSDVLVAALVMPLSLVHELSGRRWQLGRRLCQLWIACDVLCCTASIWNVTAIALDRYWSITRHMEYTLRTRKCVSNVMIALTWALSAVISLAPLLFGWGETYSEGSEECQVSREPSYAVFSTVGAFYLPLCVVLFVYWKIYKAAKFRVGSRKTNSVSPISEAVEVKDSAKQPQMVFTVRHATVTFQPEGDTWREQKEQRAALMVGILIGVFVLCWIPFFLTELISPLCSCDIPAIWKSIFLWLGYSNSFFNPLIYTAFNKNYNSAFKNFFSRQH
HTR5A inv ag: counter-screen for OPRM1-OPRD1 inverse agonists: human HTR5A inverse agonism; inhibition, % at 9.3 µM; P47898; HTR5A cell line, luminescence; hit rate 0.083% among 340,000; AID 504634; in the data active = inhibition mostly above about 23%, no sharp cut-off; inactive = mostly below about 18%;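 also: 0% = cells with DMSO and 100% = no-cell wells with DMSO; some compounds called inactive have numbers as strong as hits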
Starred values were filed as active, the others as inactive.

What do the screens show for `C=CCNCCOc1ccc(C(C)(C)c2ccccc2)cc1`?
CAL-PDZ inh HTS: 24; V-ATPase pH: -1; Keap1 Nrf2 FP: 0; RTF Ca sens inh: -17; RTF Ca sens act: -1; MOR-DOR inv ag: -21; OPRM1-OPRD1 ag: 3.5; LANA DNA inh: 0.5; HTR5A ag: -1; HTR5A inv ag: 4

Results for COc1ccc2nc(NC(=O)CSc3nnnn3C3CCCCC3)sc2c1 ?
CAL-PDZ inh HTS: -3; V-ATPase pH: 2; Keap1 Nrf2 FP: -1; RTF Ca sens inh: -6; RTF Ca sens act: 2; MOR-DOR inv ag: -30; OPRM1-OPRD1 ag: 5.4; LANA DNA inh: 1.9; HTR5A ag: 6; HTR5A inv ag: -14

Results for CCN(C(=O)COc1ccccc1)c1nnc(-c2cccnc2)s1 ?
CAL-PDZ inh HTS: -1; V-ATPase pH: 26*; Keap1 Nrf2 FP: -1; RTF Ca sens inh: -3; RTF Ca sens act: 12; MOR-DOR inv ag: -7; OPRM1-OPRD1 ag: 1.1; LANA DNA inh: 0.9; HTR5A ag: 0; HTR5A inv ag: 27

What do the screens show for `COc1ccc(C)cc1S(=O)(=O)N(C)CC(=O)NCc1ccncc1`?
CAL-PDZ inh HTS: 2; V-ATPase pH: 8; Keap1 Nrf2 FP: -4; RTF Ca sens inh: -5; RTF Ca sens act: -4; MOR-DOR inv ag: -31; OPRM1-OPRD1 ag: 3.8; LANA DNA inh: 0.4; HTR5A ag: 4; HTR5A inv ag: -11

Results for CCOC(=O)CN(C(=O)COc1nc(C)cc(C)c1C#N)c1cccc(Cl)c1 ?
CAL-PDZ inh HTS: -2; V-ATPase pH: 4; Keap1 Nrf2 FP: -3; RTF Ca sens inh: -7; RTF Ca sens act: 3; MOR-DOR inv ag: 9; OPRM1-OPRD1 ag: -1.7; LANA DNA inh: -1.7; HTR5A ag: -1; HTR5A inv ag: 11

Results for Cc1c(Br)c([N+](=O)[O-])nn1CC(=O)Nc1ccccn1 ?
CAL-PDZ inh HTS: -3; V-ATPase pH: -3; Keap1 Nrf2 FP: -4; RTF Ca sens inh: -3; RTF Ca sens act: -1; MOR-DOR inv ag: 12; OPRM1-OPRD1 ag: -2.3; LANA DNA inh: 1.3; HTR5A ag: 3; HTR5A inv ag: -25

How did COc1ccc(OC)c(C(c2nnnn2C2CCCC2)N2CCc3ccccc3C2)c1 (stereo unspecified) do in these assays?
CAL-PDZ inh HTS: -2; V-ATPase pH: 0; Keap1 Nrf2 FP: 0; RTF Ca sens inh: -5; RTF Ca sens act: -2; MOR-DOR inv ag: 1; OPRM1-OPRD1 ag: -0.3; LANA DNA inh: -0.5; HTR5A ag: -3; HTR5A inv ag: 25

How did CN(Cc1nccs1)C(=O)C1CCC(=O)N(CCc2cccc(F)c2)C1 (stereo unspecified) do in these assays?
CAL-PDZ inh HTS: -1; V-ATPase pH: 1; Keap1 Nrf2 FP: -2; RTF Ca sens inh: 3; RTF Ca sens act: -5; MOR-DOR inv ag: 16; OPRM1-OPRD1 ag: -3.0; LANA DNA inh: 0.2; HTR5A ag: 7; HTR5A inv ag: 9

Results for CC1(C)CC(=O)C2=C(C1)C(c1cn(-c3ccccc3)nc1-c1ccccc1)C(C#N)=C(N)O2 (stereo unspecified) ?
CAL-PDZ inh HTS: -5; V-ATPase pH: -2; Keap1 Nrf2 FP: 0; RTF Ca sens inh: -9; RTF Ca sens act: 4; MOR-DOR inv ag: 2; OPRM1-OPRD1 ag: -0.4; LANA DNA inh: -0.2; HTR5A ag: 1; HTR5A inv ag: -3

How did O=C(c1cccc(F)c1F)N1CCCc2ccccc21 do in these assays?
V-ATPase pH: 2; Keap1 Nrf2 FP: 1; RTF Ca sens inh: -3; RTF Ca sens act: 1; MOR-DOR inv ag: 12; OPRM1-OPRD1 ag: -2.4; LANA DNA inh: -2.6; HTR5A ag: 0; HTR5A inv ag: -25

Results for COc1ccc(C(=O)N/N=C(\C)CC(=O)Nc2ccc3ccccc3c2)c(OC)c1 ?
CAL-PDZ inh HTS: -1; V-ATPase pH: -6; Keap1 Nrf2 FP: -7; RTF Ca sens inh: -6; RTF Ca sens act: -3; MOR-DOR inv ag: -1; OPRM1-OPRD1 ag: 0.2; LANA DNA inh: -1.0; HTR5A ag: 4; HTR5A inv ag: -8

How did Cc1ccc(CNC(=O)c2ccc(CS(=O)(=O)c3ccccc3)o2)cc1 do in these assays?
CAL-PDZ inh HTS: 1; V-ATPase pH: -1; Keap1 Nrf2 FP: -11; RTF Ca sens inh: -8; RTF Ca sens act: 0; MOR-DOR inv ag: -1; OPRM1-OPRD1 ag: 0.1; LANA DNA inh: -1.0; HTR5A ag: -3; HTR5A inv ag: 0

Results for O=C1CCN(CCc2ccccc2)CCN1[C@H](CO)Cc1ccccc1 ?
CAL-PDZ inh HTS: -1; V-ATPase pH: 0; Keap1 Nrf2 FP: 2; RTF Ca sens inh: -8; RTF Ca sens act: -7; MOR-DOR inv ag: 2; OPRM1-OPRD1 ag: -0.4; LANA DNA inh: -3.5; HTR5A ag: 3; HTR5A inv ag: 12

How did O=C(O)Cc1ccc(Nc2cnn(C34CC5CC(CC(CC(=O)O)(C5)C3)C4)c(=O)c2Cl)cc1 do in these assays?
CAL-PDZ inh HTS: 10; V-ATPase pH: 3; Keap1 Nrf2 FP: 1; RTF Ca sens inh: -11; RTF Ca sens act: -4; MOR-DOR inv ag: 12; OPRM1-OPRD1 ag: -2.3; LANA DNA inh: -0.7; HTR5A ag: 6; HTR5A inv ag: -16

How did CCc1ccc2c(c1)cc(CN(C(=S)Nc1ccccc1)C1CC1)c1nnnn12 do in these assays?
CAL-PDZ inh HTS: -1; V-ATPase pH: -1; Keap1 Nrf2 FP: -5; RTF Ca sens inh: -1; RTF Ca sens act: 7; MOR-DOR inv ag: 11; OPRM1-OPRD1 ag: -2.0; LANA DNA inh: -0.7; HTR5A ag: 3; HTR5A inv ag: -13

What do the screens show for `O=S(=O)(c1ccc(N2CCOCC2)nc1)N(Cc1ccccn1)Cc1ccccn1`?
CAL-PDZ inh HTS: -10; V-ATPase pH: 2; Keap1 Nrf2 FP: 2; RTF Ca sens inh: -7; RTF Ca sens act: 7; MOR-DOR inv ag: 12; OPRM1-OPRD1 ag: -2.4; LANA DNA inh: -0.4; HTR5A ag: -2; HTR5A inv ag: -12

What do the screens show for `Cc1nnc(SC(=O)N2c3ccccc3Sc3ccccc32)s1`?
CAL-PDZ inh HTS: -5; V-ATPase pH: 3; Keap1 Nrf2 FP: -6; RTF Ca sens inh: -1; RTF Ca sens act: -2; MOR-DOR inv ag: 12; OPRM1-OPRD1 ag: -2.0; LANA DNA inh: 0.2; HTR5A ag: -3; HTR5A inv ag: 4

What do the screens show for `COc1ccc(C)cc1NC(=O)CSc1nnc(COc2ccccc2)n1Cc1ccco1`?
CAL-PDZ inh HTS: -3; V-ATPase pH: -5; Keap1 Nrf2 FP: -1; RTF Ca sens inh: 4; RTF Ca sens act: 6; MOR-DOR inv ag: 18; OPRM1-OPRD1 ag: -3.3; LANA DNA inh: -1.4; HTR5A ag: 2; HTR5A inv ag: -2

Results for O=C1c2ccsc2SCCN1Cc1ccc(Cl)cc1 ?
CAL-PDZ inh HTS: -2; V-ATPase pH: -1; Keap1 Nrf2 FP: 0; RTF Ca sens inh: 7; RTF Ca sens act: -9; MOR-DOR inv ag: 15; OPRM1-OPRD1 ag: -3.2; LANA DNA inh: 0.0; HTR5A ag: 2; HTR5A inv ag: -7

How did CCn1c(CN2CCN(C(c3ccccc3)c3ccccc3)CC2)nc2c1c(=O)n(C)c(=O)n2C do in these assays?
CAL-PDZ inh HTS: -1; V-ATPase pH: 1; Keap1 Nrf2 FP: -4; RTF Ca sens inh: -4; RTF Ca sens act: -8; MOR-DOR inv ag: -14; OPRM1-OPRD1 ag: 2.5; LANA DNA inh: 2.7; HTR5A ag: 0; HTR5A inv ag: -1

How did CCOC(=O)c1sc(NC(=O)C(CC)Sc2nnc3c4ccccc4n(C(C)C)c3n2)nc1C (stereo unspecified) do in these assays?
V-ATPase pH: 2; Keap1 Nrf2 FP: -3; RTF Ca sens inh: -2; RTF Ca sens act: -3; MOR-DOR inv ag: 15; OPRM1-OPRD1 ag: -2.7; LANA DNA inh: -2.8; HTR5A ag: 2; HTR5A inv ag: -5

How did CS(=O)(=O)N(Cc1ccc(Cl)cc1)c1ccc(C(=O)N2CCN(c3ccccc3)CC2)cc1 do in these assays?
CAL-PDZ inh HTS: 0; V-ATPase pH: -2; Keap1 Nrf2 FP: 1; RTF Ca sens inh: -2; RTF Ca sens act: 2; MOR-DOR inv ag: 8; OPRM1-OPRD1 ag: -1.5; LANA DNA inh: -1.4; HTR5A ag: 0; HTR5A inv ag: 9

How did O=C(CNC(=O)c1cccc(F)c1)N/N=C/c1cc(Br)ccc1OC(=O)/C=C/c1ccco1 do in these assays?
CAL-PDZ inh HTS: 0; V-ATPase pH: 1; Keap1 Nrf2 FP: 1; RTF Ca sens inh: -4; RTF Ca sens act: 0; MOR-DOR inv ag: -25; OPRM1-OPRD1 ag: 3.4; LANA DNA inh: 0.4; HTR5A ag: 11; HTR5A inv ag: -30

What do the screens show for `OCCCNc1nc(-c2ccccc2)nc2c1oc1ccccc12`?
CAL-PDZ inh HTS: 9; V-ATPase pH: -2; Keap1 Nrf2 FP: 4; RTF Ca sens inh: 0; RTF Ca sens act: 0; MOR-DOR inv ag: 10; OPRM1-OPRD1 ag: -2.1; LANA DNA inh: 0.5; HTR5A ag: 4; HTR5A inv ag: -10

Results for CC(Cc1nnc(N)s1)c1ccccc1 (stereo unspecified) ?
CAL-PDZ inh HTS: -5; V-ATPase pH: 1; Keap1 Nrf2 FP: 0; RTF Ca sens inh: -4; RTF Ca sens act: -1; MOR-DOR inv ag: 12; OPRM1-OPRD1 ag: -2.5; LANA DNA inh: -1.6; HTR5A ag: -1; HTR5A inv ag: 3

What do the screens show for `C=CCn1c(COc2cccc3ccc(C)nc23)nnc1SCC(N)=O`?
CAL-PDZ inh HTS: -3; V-ATPase pH: 0; Keap1 Nrf2 FP: -1; RTF Ca sens inh: 2; RTF Ca sens act: 0; MOR-DOR inv ag: 8; OPRM1-OPRD1 ag: -1.6; LANA DNA inh: 1.8; HTR5A ag: 4; HTR5A inv ag: -20

Results for CC(C)c1ccc(CNC(=O)C(=O)NCC2CCCO2)cc1 (stereo unspecified) ?
CAL-PDZ inh HTS: 0; V-ATPase pH: 1; Keap1 Nrf2 FP: -1; RTF Ca sens inh: 7; RTF Ca sens act: -5; MOR-DOR inv ag: 18; OPRM1-OPRD1 ag: -3.5; LANA DNA inh: 0.7; HTR5A ag: 2; HTR5A inv ag: -5

Results for CCN(CC)CCN(Cc1cc2ccc(C)cc2[nH]c1=O)C(=O)NC1CCCCC1 ?
V-ATPase pH: -1; Keap1 Nrf2 FP: 3; RTF Ca sens inh: -2; RTF Ca sens act: -2; MOR-DOR inv ag: 14; OPRM1-OPRD1 ag: -2.7; LANA DNA inh: -0.1; HTR5A ag: -9; HTR5A inv ag: -20

From PubChem
